Bioassay records: PubChem BioAssay, several laboratories
KKLEB tox – CF airway cell cytotoxicity counter-screen. KKLEB CF airway cells viability, ATPlite luminescence, overnight; stronger effect = lower value; cells stimulated with P. aeruginosa culture filtrate. AID 602141. 0.36% of 360,000 active. activity change (cytotoxicity), % at 5 µM;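 active means corrected activity change at or below -50% at 5 µM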
TWEAK Fn14 block – TWEAK-Fn14 signaling inhibition | inhibition, % at 10 µM | TWEAK-stimulated Fn14 reporter cells, luciferase luminescence, 8 h | 2% of 360,000 active; in the data active means inhibition above about 50%
HIF-2a block – blocks HIF-2a reporter activity; 786-0 RCC cells HIF-2a reporter, luciferase luminescence, overnight; inhibition, % at 18.8 µM; 0.72% of 360,000 active;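 active means inhibition of the luminescence signal of 40% or more relative to plate controls, in a single-dose primary screen at 18.75 µM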
Shn3 3UTR inh – inhibitors of Schnurri-3 3'UTR reporter in osteoblasts | inhibition, % at 12.5 µM | Clone20 osteoblast Shn3 3'UTR firefly luciferase, 24 h | 0.52% of 360,000 active | AID 588674;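 active means mean inhibition of at least 75% with every replicate also reaching 75%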;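 further: 0% = median of neutral control wells and 100% = pilot-screen positive control compound; some compounds past the cut are filed as inactive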
NR2E3 ag-1 – human photoreceptor-specific nuclear receptor agonism; Q9Y5X4; CHO-S Gal4-NCOR/VP16-NR2E3 two-hybrid, luciferase; inhibition of corepressor binding, % at 3.98 µM; 0.35% of 360,000 active; AID 602229;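 active means inhibition above the mean of all tested compounds plus 3 SD, cut at about 70% in these data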;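 further: 0% = DMSO with NR2E3 transfected cells and 100% = cells lacking NR2E3 construct; higher means lower luciferase signal from less NR2E3 corepressor binding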
Target sequence (Q9Y5X4 whole entry, looked up, the tested form may be a part): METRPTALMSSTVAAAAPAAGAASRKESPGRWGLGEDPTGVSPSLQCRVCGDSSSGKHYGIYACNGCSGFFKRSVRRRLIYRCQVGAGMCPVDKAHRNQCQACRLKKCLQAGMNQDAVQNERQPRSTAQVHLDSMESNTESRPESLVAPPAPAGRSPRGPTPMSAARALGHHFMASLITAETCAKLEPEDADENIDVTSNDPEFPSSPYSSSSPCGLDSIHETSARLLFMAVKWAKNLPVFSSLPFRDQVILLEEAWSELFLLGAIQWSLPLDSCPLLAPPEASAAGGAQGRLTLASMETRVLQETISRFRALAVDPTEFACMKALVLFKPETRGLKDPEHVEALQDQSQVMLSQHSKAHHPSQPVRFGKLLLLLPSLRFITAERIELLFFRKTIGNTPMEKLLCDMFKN
NR2E3 ag-2 – agonists of human nuclear receptor NR2E3. 0.12% of 320,000 active. AID 2300. Q9Y5X4. GST-NR2E3/biotin-RetCOR TR-FRET, 1536-well. inhibition of corepressor binding, % at 4.78 µM;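 active means percent inhibition above the cutoff of mean plus 3 SD of all tested compounds, set per screening campaign, cut at about 20% in these data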;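 further: 0% = DMSO wells and 100% = biotin wells as full block of FRET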
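Format: 1536-well format; test system: GST-NR2E3 and biotin-RetCOR proteins; read-out basis: percent inhibition of TR-FRET ratio; timing: 5 h incubation at 4 °C; detection: time-resolved FRET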
CF NFkB inh – cystic fibrosis NF-kB activation inhibition; AID 588850; KKLEB NF-kB-GFP reporter, PAF-induced, GFP fluorescence overnight; 0.86% of 360,000 active; inhibition, % at 5 µM;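 active means at least 50% inhibition at 5 µM, scaled per plate between neutral and stimulator controls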;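 further: PAF is a Pseudomonas aeruginosa culture filtrate used as stimulus; plate controls were PAF-stimulated DMSO wells for no effect and unstimulated DMSO wells for full effect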
aDG glyco up – increases alpha dystroglycan glycosylation; Pro5-aDG cells, alpha-DG glycosylation AlphaScreen (IIH6); 0% Pro5, 100% B10-LARGE cell signal; activation, % at 10 µM; 0.22% of 360,000 active; AID 624168;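 active means activation of at least 8% versus controls, or a plate z-score of at least 8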;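 further: Pro5 are CHO cells carrying HIG-tagged alpha-DG that lacks glycosylation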
Peg3 promoter – Peg3 promoter activity inhibition; HeLa PEG-Prom luciferase reporter, luminescence, overnight; inhibition, % at 20 µM; 1.7% of 360,000 active; AID 588405;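 active means inhibition of at least 50% at 20 µM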
TRPM1 prom inh – inhibitors of MITF-driven TRPM1 promoter in melanoma cells | 0.83% of 330,000 active | inhibition, % at 12.5 µM | SK-MEL-5 TRPM1 promoter luciferase, 24 h | AID 488899;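 active means mean inhibition across replicates of 60% or more, whatever share of single replicates reaches that level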; further: values of inactives mirror those of a sister screen read the other way
hiPSC survival – increases survival of single human iPS cells. hiPSC single-cell survival, ATPlite luminescence; 100% = ROCK inhibitor wells, 0% = DMSO. survival enhancement, % at 20 µM. 0.044% of 360,000 active; in the data active means survival enhancement above about 18%;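 further: cells exposed to compounds for 16 hours before the ATP read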
An asterisk follows results filed as active; x = not tested or not shown.

Short forms – A = KKLEB tox; B = TWEAK Fn14 block; C = HIF-2a block; D = Shn3 3UTR inh; E = NR2E3 ag-1; F = NR2E3 ag-2; G = CF NFkB inh; H = aDG glyco up; I = Peg3 promoter; J = TRPM1 prom inh; K = hiPSC survival
Cc1c(C(=O)N2CCN(C)CC2)oc2ccc(S(=O)(=O)N3CCOCC3)cc12
  A: -6.7	B: -11.3	C: 9.3	D: 0.7	E: -14.0	F: 0.6	G: -19.2	H: -0.1	I: 7.1	J: -7.9	K: 1.4
O=C(NNC1=Nc2cc([N+](=O)[O-])ccc2OC1)c1ccccc1Cl
  A: 7.9	B: 3.5	C: 4.1	D: 3.6	E: -51.7	F: -2.5	G: 7.0	H: -0.1	I: 4.1	J: 13.2	K: -0.7
COc1cccc(/C=N/NC(=O)CC2C(=O)NN=C2C)c1O (stereo not drawn)
  A: 7.4	B: -8.7	C: 7.3	D: -8.1	E: 1.6	F: -2.9	G: -8.3	H: -0.1	I: 11.6	J: 0.9	K: -0.4
CC[C@]12c3[nH]c4ccccc4c3CCN1C(=O)C(CC(=O)NCCC1=CCCCC1)C[C@@H]2C(=O)N1CCN(C(=O)C2CC2)CC1 (stereo partly drawn)
  A: 7.4	B: 1.8	C: -5.8	D: 0.4	E: -17.8	F: x	G: -4.9	H: -0.1	I: -18.4	J: 5.5	K: 1.8
CC(C)(C)OC(=O)NCCCC[C@H](NC(=O)c1nc[nH]c1C(=O)N1CCN(C(=O)OC(C)(C)C)CC1)C(=O)OC(C)(C)C
  A: 1.5	B: -1.1	C: 15.2	D: -3.6	E: -38.0	F: 6.8	G: 11.0	H: -0.2	I: 7.3	J: -17.2	K: -0.7
Cc1c(NC(=S)N/N=C/c2ccc(O)cc2)c(=O)n(-c2ccccc2)n1C
  A: -11.9	B: -13.3	C: 13.9	D: -12.4	E: -16.8	F: 4.2	G: 9.6	H: 0.1	I: 8.6	J: 8.8	K: -1.4
O=C(c1nc2ccc(Cl)cn2c1CN1CCC(CO)CC1)N1CCc2ccccc2C1
  A: 4.1	B: 5.1	C: 18.0	D: 0.0	E: -24.4	F: 1.7	G: 11.1	H: 0.2	I: 30.0	J: -9.1	K: -0.2
Cc1ccc(/C=N/NC(=O)Cc2ccc(Cl)cc2)c(O)c1
  A: 7.5	B: -6.4	C: -65.4	D: 65.3	E: -22.7	F: x	G: -9.0	H: 0.3	I: 16.1	J: 21.8	K: 0.0
CC(=O)CCc1oc2ccc(C)cc2c1-c1ccc(C)o1
  A: 1.4	B: 14.2	C: 13.6	D: -3.9	E: -4.2	F: 0.2	G: -10.5	H: 0.2	I: 29.8	J: 10.9	K: -0.3
CCOc1ccc(OCC)c(NC(=O)C2CCCN2S(=O)(=O)c2cccc3cccnc23)c1 (stereo not drawn)
  A: -7.3	B: -4.1	C: 10.9	D: 9.4	E: -20.0	F: 0.9	G: 13.1	H: -0.1	I: 16.4	J: 16.6	K: -2.1
C=CC[C@@H](CC(=O)N(CCO)Cc1ccccc1)C(=O)N[C@H](COC(=O)[C@@H](CC=C)Cc1ccc(F)cc1)C(C)(C)C
  A: -4.8	B: 17.9	C: 10.7	D: 14.5	E: 13.1	F: x	G: -9.2	H: 0.4	I: 21.9	J: 5.6	K: -0.2
CCN(CC)c1ccc(/C=N/NC(=O)c2ccc(Br)o2)cc1
  A: -5.2	B: -9.0	C: -259.7	D: -104.3	E: -94.9	F: -4.8	G: -28.7	H: 0.0	I: -209.8	J: -125.3	K: 0.1
C=CCn1c(SCc2ccc(C(=O)Nc3nccs3)cc2)nnc1-c1ccc(C)c(Cl)c1
  A: -4.8	B: 91.6*	C: -46.0	D: 74.8	E: -43.9	F: -0.7	G: 22.6	H: 3.1	I: 51.9*	J: 19.2	K: 0.3
COCCN(C(=O)c1csnn1)C(C(=O)NC1CCCCC1)c1ccc(C)cc1 (stereo not drawn)
  A: -17.5	B: 10.1	C: 8.9	D: -8.3	E: -21.1	F: -6.3	G: 17.9	H: 0.1	I: 14.7	J: -14.2	K: 0.3
CCOc1ccccc1-n1nnnc1SCC(=O)Nc1cc(C)on1
  A: -12.2	B: -8.3	C: 2.7	D: 14.9	E: 6.5	F: 2.0	G: -7.4	H: 2.5	I: 13.9	J: 7.6	K: -0.8
CC(NC(=O)CCNC(=O)c1ccc(C(C)(C)C)cc1)c1ccccc1 (stereo not drawn)
  A: -5.7	B: -7.5	C: -12.2	D: -5.5	E: 4.5	F: x	G: 10.7	H: -0.1	I: -6.0	J: 13.9	K: 0.3
COC(=O)c1cc([N+](=O)[O-])c(C)c(C)n1
  A: -3.4	B: 1.2	C: -0.3	D: 55.3	E: -11.4	F: x	G: -12.6	H: 0.2	I: -12.1	J: x	K: 1.1
CCO[C@H]1OC(C(=O)Nc2ccccc2)=C[C@@H](C2CC2)[C@@H]1CCCO
  A: 4.8	B: 3.4	C: 6.5	D: -21.0	E: -15.9	F: 2.7	G: 5.4	H: 0.4	I: 0.1	J: -0.3	K: 5.1
CC1CCc2c(sc3ncnc(NCc4cccnc4)c23)C1 (stereo not drawn)
  A: -6.3	B: 2.1	C: -71.8	D: -1.0	E: -36.8	F: -1.4	G: 15.9	H: -0.3	I: -12.9	J: -17.2	K: -0.6
C/C(=N\NC(=O)NC1CCCCC1)c1ccc(OC(F)F)cc1OC(F)F
  A: 3.4	B: 16.0	C: 16.5	D: 9.1	E: 13.4	F: 4.1	G: 12.0	H: 3.1	I: 31.1	J: -4.0	K: 0.4
CCCCCC[n+]1c(-c2ccc(Cl)cc2Cl)csc1Nc1ccccc1
  A: 2.2	B: -4.1	C: -0.3	D: -5.6	E: -8.2	F: 0.4	G: -10.6	H: -0.2	I: 4.8	J: 4.8	K: -0.1
Cc1cc2nsnc2c(S(=O)(=O)NCC(=O)O)c1C
  A: 3.1	B: 0.7	C: -17.0	D: -8.5	E: -4.7	F: 1.7	G: 4.2	H: -0.1	I: -189.9	J: 2.2	K: 1.1
CN1CCc2c(sc(/N=C/c3c[nH]c4ccccc34)c2C#N)C1
  A: -1.8	B: -16.5	C: -221.4	D: -80.1	E: -39.0	F: -0.1	G: 3.3	H: 0.0	I: -154.7	J: x	K: 0.1
CCCc1cc(=O)[nH]c(SCC(=O)NC(=O)c2ccccc2)n1
  A: -1.5	B: 3.1	C: -8.0	D: -20.8	E: -7.4	F: 0.9	G: 7.8	H: -0.1	I: 18.0	J: 2.5	K: -2.3
C=CCOc1cccn2c(N(C)C(=O)c3ccccc3F)c(CC)nc12
  A: -5.4	B: 1.6	C: 7.6	D: 0.5	E: -12.4	F: x	G: -7.3	H: -0.1	I: -0.9	J: x	K: -1.2
COc1cccc(-c2nnc3sc(-c4ccco4)nn23)c1
  A: 4.6	B: -16.4	C: -239.0	D: -1.3	E: -63.2	F: 1.7	G: -15.2	H: -0.2	I: -317.6	J: -59.8	K: 2.7
O=C(c1cc2ccccc2s1)N1CCOCC1
  A: 3.0	B: 10.3	C: -17.2	D: -1.4	E: -31.6	F: -0.1	G: -3.5	H: -0.1	I: 4.0	J: -1.6	K: 0.5
O=C(Nc1ccc(Cl)cc1C(=O)N1CCCCC1)c1ccco1
  A: -0.6	B: 3.1	C: 14.6	D: 1.9	E: 8.4	F: 6.2	G: 4.6	H: 0.0	I: 1.0	J: 4.0	K: 0.1
N/C(=N\OC(=O)c1csnn1)c1ccc(C(F)(F)F)cc1
  A: 5.6	B: -10.9	C: -273.5	D: -25.7	E: -49.3	F: 0.3	G: -25.2	H: -0.2	I: -180.7	J: -26.5	K: -0.5
CCOC(=O)c1ccc(NC(=O)c2c(N)n(C)c(=O)n(C)c2=O)cc1
  A: -9.2	B: -53.0	C: -15.5	D: -8.1	E: -11.3	F: 4.0	G: 26.4	H: 0.0	I: 17.1	J: -36.2	K: 2.2
CNC[C@H]1Oc2c(NC(=O)C3CC3)cccc2C(=O)N([C@H](C)CO)C[C@@H]1C
  A: 6.4	B: 2.6	C: 7.3	D: 0.5	E: -7.7	F: x	G: 2.9	H: -0.1	I: 5.0	J: -3.6	K: -0.1
O=C(C1CCCN(c2ncnc3c2nc2n3CCCCC2)C1)N1CCCCC1 (stereo not drawn)
  A: 10.4	B: -10.7	C: 14.7	D: 9.6	E: -4.9	F: -1.9	G: -18.7	H: 0.1	I: 13.8	J: 10.5	K: -0.3
COc1cccc(CC(NC(C)=O)C(=O)NC2CCN(c3nnnn3-c3ccccc3)CC2)c1 (stereo not drawn)
  A: -2.2	B: 5.1	C: 8.8	D: 4.7	E: 9.2	F: -2.4	G: 8.7	H: -0.1	I: 20.2	J: 4.4	K: 5.4
COc1ccc2ccc(OCC(=O)NCC3CCCO3)cc2c1 (stereo not drawn)
  A: 6.4	B: 6.7	C: -7.6	D: -11.3	E: -18.5	F: x	G: 2.2	H: -0.1	I: -12.3	J: -0.9	K: 0.5
COc1cccc(N2CCN(CC(=O)Nc3nnc(-c4ccccc4)s3)CC2)c1
  A: 6.6	B: 54.8*	C: 3.5	D: 2.0	E: 22.7	F: -0.3	G: -4.6	H: -0.3	I: 14.5	J: -5.1	K: -3.7
CCOc1ccccc1NC(=O)COC(=O)/C=C/c1cccs1
  A: 4.4	B: -23.3	C: 6.7	D: -6.5	E: -12.8	F: x	G: 34.3	H: 0.0	I: -7.0	J: -10.5	K: 1.0
COc1ccc(N(CC(O)Cn2nnc3ccccc32)S(=O)(=O)c2ccc(C)cc2)cc1 (stereo not drawn)
  A: -0.3	B: 0.8	C: 9.1	D: 0.4	E: -2.9	F: -0.6	G: -1.2	H: -0.1	I: 17.0	J: -8.5	K: -1.3
COCCN1C(=O)C(=O)/C(=C(/O)c2ccc(C)cc2)C1c1ccccn1 (stereo not drawn)
  A: 1.5	B: 0.9	C: 10.8	D: 5.1	E: 7.0	F: -3.3	G: 12.0	H: 0.1	I: 2.5	J: 6.9	K: -0.2
N#C/C(C(=O)N1CCOCC1)=C1/SC(Cc2ccccc2Cl)C(=O)N1c1ccccc1 (stereo not drawn)
  A: -0.2	B: -2.6	C: 6.4	D: -6.5	E: -12.1	F: 1.7	G: -4.3	H: -0.1	I: 3.6	J: -2.5	K: 0.5
Cc1[nH]c2ccc(F)cc2c1CCN(Cc1cccnc1)C(=S)Nc1ccccc1
  A: 1.1	B: -8.9	C: 21.4	D: 16.4	E: 23.7	F: 0.7	G: 2.8	H: 0.0	I: 13.7	J: x	K: -0.9

Laid out differently: results already given.
Order of values – KKLEB tox	TWEAK Fn14 block	HIF-2a block	Shn3 3UTR inh	NR2E3 ag-1	NR2E3 ag-2	CF NFkB inh	aDG glyco up	Peg3 promoter	TRPM1 prom inh	hiPSC survival
> CCOC(=O)c1ccc(NC(=O)c2c(N)n(C)c(=O)n(C)c2=O)cc1
  -9.2	-53.0	-15.5	-8.1	-11.3	4.0	26.4	0.0	17.1	-36.2	2.2
> CNC[C@H]1Oc2c(NC(=O)C3CC3)cccc2C(=O)N([C@H](C)CO)C[C@@H]1C
  6.4	2.6	7.3	0.5	-7.7	x	2.9	-0.1	5.0	-3.6	-0.1
> O=C(C1CCCN(c2ncnc3c2nc2n3CCCCC2)C1)N1CCCCC1 (stereo not drawn)
  10.4	-10.7	14.7	9.6	-4.9	-1.9	-18.7	0.1	13.8	10.5	-0.3
> COc1cccc(CC(NC(C)=O)C(=O)NC2CCN(c3nnnn3-c3ccccc3)CC2)c1 (stereo not drawn)
  -2.2	5.1	8.8	4.7	9.2	-2.4	8.7	-0.1	20.2	4.4	5.4
